Compound activity from PubChem.
T cell modulator – T cell immune modulators affecting CD8 T cell-vesicle binding. hit rate 0.068% among 330,000. AID 2052. calls only at 7 µM. 2C CD8+ T cell-vesicle binding, flow cytometry; active compounds read low;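 active = response, share of CD8 T cells binding vesicles, and their 90th percentile fluorescence all below set limits, cut at about 80% in these data, passing the limit was not always enough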
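Material: murine 2C transgenic CD8+ T lymphocytes / Also added: QL9-peptide-loaded Drosophila micro-vesicles bearing Ld, ICAM-1 and B7-1 / Schedule: binding step 1.5 h, 37 °C, antibody labelling 20 min, ice / Signal: flow cytometry, PE anti-B7-1 (FL2) versus Alexa647 anti-CD8 (FL8), PFA-fixed / Evaluation: percent CD8+ FL2 mean versus row control / Benchmarks: naked versus QL9-loaded vesicles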
b-catenin transl – beta-catenin nuclear translocation modulation; hit rate 0.3% among 190,000; HeLa beta-catenin nuclear translocation, immunofluorescence imaging; AID 1665; nuclear translocation activity, % at 5 µM;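 active = nuclear translocation activity above 50% at 5 µM, with a well cell count of 50 or more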;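 also: per-cell ratio of nuclear to cytoplasmic median beta-catenin stain intensity; plate controls were DMSO negative control for no effect and GSK-3 inhibitor IX positive control for full effect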
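Test system: human HeLa cell line; Doses: 5 µM primary, 0.02–20 µM confirmation; Incubation: 24 h compound exposure, 37°C; Detection: beta-catenin immunofluorescence imaging with DAPI; Read-out: beta-catenin nuclear/cytoplasmic ratio, % activation.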
WT yeast gro inh – growth inhibition of WT yeast, mitochondrial fusion screen; mitochondrial fusion phenotypic screen, WT strain; inhibition, % at 10 µM; hit rate 2.1% among 190,000; in the data active = inhibition above about 58%; tested in S. cerevisiae
Yfh1-off respiration – enhancers of respiration in Yfh1-depleted yeast, dose response, Friedreich's ataxia, plus single-dose screen (AID 1465); hit rate 0.074% among 220,000; fold induction at 50 µM, or EC50 in µM where a hit was titrated; S. cerevisiae Yfh1-off respiration, WST-1 reduction, 72 h; higher fold induction means a stronger effect;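 active = fold induction of absorbance versus untreated yeast above a set limit, then at least 30% activation at any dose in follow-up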;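 also: activators that raise dye reduction in frataxin-depleted yeast; strong numbers were not always called active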
WT yeast gro inh mutant strain – also measured in WT yeast gro inh; calls as there; inhibition, %; mitochondrial fusion phenotypic screen, mutant strain inhibition
b-catenin transl cell count 5 µM – also measured in b-catenin transl; calls as there; cell count; measured here: cell count, cytotoxicity flag
T cell modulator vesicle-bound % – second read-out of T cell modulator, no call of its own (marks repeat the call); double positive events, %; measured here: CD8+ vesicle-bound cell fraction;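 binding gate set so that unloaded-vesicle control wells show 10% double positive cells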
* hit, by the source's call; i = inactive; x = no result given.

SMILES | T cell modulator | b-catenin transl | b-catenin transl cell count 5 µM | WT yeast gro inh | Yfh1-off respiration | others
O=c1nc2n(c3sc4c(c13)CCC4)Cc1ccccc1-2 | x | x | x | 12 | x | WT yeast gro inh mutant strain=1
COc1ccc2oc(C(=O)C3CC3)c(NC(=O)CCCN3C(=O)c4ccccc4C3=O)c2c1 | x | x | x | -9 | x | WT yeast gro inh mutant strain=-17
CCN1CCN(Cc2nc3c(c(=O)n(C)c(=O)n3C)n2Cc2ccc(Cl)cc2Cl)CC1 | x | x | x | 14 | x | WT yeast gro inh mutant strain=4
COC(=O)Cn1cnc2c(nnn2-c2cccc(Cl)c2)c1=O | x | x | x | 16 | x | WT yeast gro inh mutant strain=3
Cc1ccc(C2c3c(oc4ccc(C)cc4c3=O)C(=O)N2CCCN2CCOCC2)cc1 (stereo unspecified) | x | x | x | 15 | x | WT yeast gro inh mutant strain=5
Cc1nc(N2CCN(Cc3ccc4c(c3)OCO4)CC2)c2oc3ccccc3c2n1 | x | x | x | 45 | x | WT yeast gro inh mutant strain=19
CC1CCN(c2nc3ccccc3nc2C(C#N)S(=O)(=O)c2ccccc2)CC1 (stereo unspecified) | x | x | x | 1 | x | WT yeast gro inh mutant strain=-2
COc1ccc(C(=O)OCCN2C(=O)c3ccccc3C2=O)cc1OC | x | x | x | -1 | x | WT yeast gro inh mutant strain=3
CCOc1ccc(C2c3c(oc4ccccc4c3=O)C(=O)N2c2ccccn2)cc1OC (stereo unspecified) | x | x | x | 15 | x | WT yeast gro inh mutant strain=1
CC1CCN(C(=O)CSc2ccc3nnc(-c4cccc(F)c4)n3n2)CC1 | x | x | x | 9 | x | WT yeast gro inh mutant strain=4
O=C(NCc1cccc(Br)c1)C1CC(c2ccc(C(F)(F)F)cc2)=NO1 (stereo unspecified) | x | x | x | x | i
Cc1ccc(Cn2c(C(CO)Nc3nc(-c4ccc(F)cc4)cs3)nc3ccccc32)cc1 (stereo unspecified) | x | x | x | x | i
CC(C)(C)N1[C@@H](CC(=O)O)c2cc(C(F)(F)F)ccc2S1(=O)=O | x | x | x | x | i
O=C(O)C1=C[C@@H](C2CC2)C[C@@H](OCCCCO)O1 | x | x | x | x | i
CCOC(=O)C1=C(C)N(CCCC(=O)O)C(=O)NC1c1ccc(C(F)(F)F)cc1 (stereo unspecified) | x | x | x | x | i
Cc1nc(C(=O)Nc2cc(F)cc(Cl)c2)sc1C1(C)CC(c2ccccc2)=NO1 (stereo unspecified) | x | x | x | x | i
COC(=O)[C@@H]1CCCN1C(=O)[C@@H](NC(=O)OC(C)(C)C)C(C)C | x | x | x | x | i
c1ccc(C2=NOC(c3nnc(-c4ccccc4)o3)C2)cc1 (stereo unspecified) | x | x | x | x | i
COC(C[C@@H](O)C[C@@H](O)[C@H](C)OCc1ccccc1)OC | x | x | x | x | i
CCCCC1=CC2=CC(=O)C(C)(OC(=O)c3ccco3)C(=O)C2=CO1 (stereo unspecified) | x | x | x | x | i
CC1(c2nnc(Cc3ccccc3)o2)CC(c2ccc(F)cc2)=NO1 (stereo unspecified) | x | x | x | x | i
C=CCOC(=O)C1=C[C@H](c2csc3ccccc23)C[C@H](OCc2ccc(CO)cc2)O1 | x | x | x | x | i
CCNC(=O)[C@@H]1CCCN1C(=O)[C@H](CCCN=C(N)N)NC(=O)[C@H](CC(C)C)NC(=O)[C@@H](CC(C)C)NC(=O)[C@H](Cc1ccc(O)cc1)NC(=O)[C@H](CO)NC(=O)[C@H](Cc1c[nH]c2ccccc12)NC(=O)[C@H](Cc1cnc[nH]1)NC(=O)[C@@H]1CCC(=O)N1 | x | x | x | x | i
CC1(C)c2[nH]c3ccccc3c2C[C@@H]2C(=O)N(c3cc(F)ccc3F)C(=O)N21 | x | x | x | x | i
COc1cc2c3c([nH]c2cc1F)C(=O)NCC3 | x | x | x | x | i
C=CCOC(=O)C1=C[C@H](C2CCCCC2)C[C@H](OCc2ccc(CO)cc2)O1 | x | x | x | x | i
O=C(O)C1=C[C@H](C2CC2)C[C@H](OCc2ccc(CO)cc2)O1 | x | x | x | x | i
C#CCNC(=O)C1=C[C@@H](c2ccc3c(c2)OCO3)C[C@@H](OCc2ccc(CO)cc2)O1 | x | x | x | x | i
CCN1C(=O)N[C@@H](CCc2ccccc2)[C@H](C(C)=O)[C@H]1C | x | x | x | x | i
COc1ccc(-c2csc(NC(C)c3nc4cc(C(F)(F)F)ccc4n3CCOCCO)n2)cc1 (stereo unspecified) | x | x | x | x | i
COc1cccc(C2=CC(=O)CC(C)(C)C2)n1 | x | x | x | x | i
CCNC(=O)CSc1nc2cc(OC)c(OC)cc2c(=O)n1CCC1=CCCCC1 | x | -0.8 | 682 | x | x
COc1ccc(C)cc1NC(=O)c1cnc2sccn2c1=O | x | 3.1 | 994 | x | x
CCN(CC)CCCN1C(=O)C(=O)/C(=C(/O)c2ccc3c(c2)CC(C)O3)C1c1cccnc1 (stereo unspecified) | x | -11 | 992 | x | x
O=c1[nH]c(CN2CCN(Cc3ccc4c(c3)OCO4)CC2)nc2sc3c(c12)CCC3 | x | -2.1 | 1134 | x | x
Cc1nc(NC2=NCN(CCc3ccccc3)CN2)nc2ccccc12 | x | 6.4 | 1135 | x | x
Cc1nc2cc(-c3ccc(F)cc3)nn2c(N2CCOCC2)c1C | x | -3.8 | 999 | x | x
CCCn1c(=O)c2ccccc2n2c(SCC(=O)c3ccc(F)cc3)nnc12 | x | -4.2 | 1132 | x | x
Cc1nc2ccc(NC(=O)Cn3cnc4c3c(=O)n(C)c(=O)n4C)cc2s1 | x | 1.2 | 1131 | x | x
Cn1c(=O)c2c(nc(Br)n2Cc2c(F)cccc2Cl)n(C)c1=O | x | -6.6 | 919 | x | x
Nc1c(C(=O)NC2CCCCC2)c2nc3ccccc3nc2n1/N=C/c1ccco1 | x | -2.5 | 1036 | x | x
CCOC(=O)C1=C(N)n2c(s/c(=C\c3cccnc3)c2=O)=C(C(=O)OCC)C1c1cccnc1 (stereo unspecified) | x | -5.2 | 962 | x | x
O=c1c2ccccc2oc2nc(-c3ccco3)n(CCc3ccccc3)c(=O)c12 | x | -4.2 | 944 | x | x
CCCCCn1c2nc3ccccc3nc2c2c(=O)n(CC3CCCO3)c(C)nc21 (stereo unspecified) | x | -5.2 | 873 | x | x
COc1cc(OC)c(-c2nn3c(-c4ccncc4)nnc3s2)cc1OC | x | -1.0 | 1126 | x | x
O=C1C(=O)N(CCCn2ccnc2)C(c2ccccn2)/C1=C(/O)c1ccccc1 (stereo unspecified) | x | -0.6 | 1130 | x | x
COc1ccc(C(=O)Cn2c(N3CCOCC3)nc3ccccc32)cc1OC | x | -2.4 | 1162 | x | x
CCOC(=O)N1CCN(Cc2nc3c(c(=O)n(C)c(=O)n3C)n2Cc2cc(C)ccc2C)CC1 | x | -0.8 | 1172 | x | x
CCn1c(=N)c(C(=O)NC)cc2c(=O)n3cccc(C)c3nc21 | x | -3.0 | 1127 | x | x
O=C1CC(c2ccc(F)cc2)Cc2nc(N3CCc4ccccc43)ncc21 (stereo unspecified) | x | 0.9 | 1111 | x | x
Cc1nc(NC2=NCN(Cc3ccc4c(c3)OCO4)CN2)nc2ccccc12 | x | -0.4 | 1138 | x | x
O=S(=O)(c1ccc(S(=O)(=O)N2CCN(C3CCCCC3)CC2)cc1)N1CCCCCC1 | x | -5.5 | 997 | x | x
CN(C)CCCN1C(=O)C(=O)/C(=C(/O)c2ccccc2)C1c1ccccn1 (stereo unspecified) | x | 1.5 | 1115 | x | x
COc1cc(OC)c(-c2nn3c(-c4cccnc4)nnc3s2)cc1OC | x | 1.3 | 1081 | x | x
CN(C)S(=O)(=O)c1ccc(N2CCCC2)c(C(=O)Nc2ccccc2N2CCOCC2)c1 | x | -2.2 | 1247 | x | x
Cc1ccnc(NC(=O)Cn2c(=O)oc3ccccc32)c1 | i | x | x | x | x | T cell modulator vesicle-bound %=13
CC1(CCc2ccccc2)NC(=O)N(CC(=O)Nc2ccc(OC(F)F)cc2)C1=O (stereo unspecified) | i | x | x | x | x | T cell modulator vesicle-bound %=47

An excerpt; the hit share may differ from the screen's.
